# GPR35 arrestin U2OS: inhibition of zaprinast-stimulated GPR35 beta-arrestin translocation – imaging, U2OS, beta-arrestin-GFP, zaprinast agonist, primary screen (AID 2058); actives 0.052% (n = 290,000); U2OS GPR35 beta-arrestin-GFP translocation imaging, zaprinast antagonism; higher % means a stronger effect; inhibition, % at 10 µM, or IC50 in µM where a hit was titrated;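 active means inhibition of at least 50% with at least 30 cells and total cytoplasm GFP at most 10,000,000; inconclusive means under 30 cells or total GFP of 10,000,000 plus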
# Myeloid diff MLP: promotes myeloid progenitor differentiation; AID 624256; calls only at 10 µM; ER-HoxA9 myeloid progenitors, lysozyme-GFP differentiation, flow cytometry; actives 1% (n = 360,000);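 active means normalized GFP-positive differentiation at or above the plate's own cutoff, the solvent-only control mean plus 3 SD; inconclusive means no clear call, values can overlap the other calls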;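 further: cells exposed to compound for four days before flow analysis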
# NTR1 ag: agonists of NTR1, primary screen, imaging, U2OS cells, beta-arrestin-GFP, high content (AID 493036). actives 0.17% (n = 330,000). P30989. NTR1-U2OS beta-arrestin-GFP spot imaging, agonist mode. activation, % at 20 µM;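 active means activation at or above 40% of the spot to cytoplasm intensity ratio, with at least 20 cells analyzed; inconclusive means wells under 20 cells, flagged as cytotoxic or low count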;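 further: 0% = DMSO without peptide and 100% = 100 nM NTR1 peptide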
# Target sequence (P30989 whole entry, looked up): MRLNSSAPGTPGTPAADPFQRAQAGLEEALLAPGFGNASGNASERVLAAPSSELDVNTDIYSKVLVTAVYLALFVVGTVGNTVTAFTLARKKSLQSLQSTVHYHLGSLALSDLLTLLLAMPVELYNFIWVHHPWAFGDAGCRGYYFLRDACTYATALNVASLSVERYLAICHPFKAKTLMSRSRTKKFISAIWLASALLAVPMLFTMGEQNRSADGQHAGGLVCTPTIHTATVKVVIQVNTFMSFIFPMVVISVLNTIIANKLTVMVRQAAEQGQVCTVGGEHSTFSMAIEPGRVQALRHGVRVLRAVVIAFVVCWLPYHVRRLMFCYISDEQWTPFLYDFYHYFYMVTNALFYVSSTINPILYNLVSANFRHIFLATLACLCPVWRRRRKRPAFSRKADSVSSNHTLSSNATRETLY
# GPR55 antagonists: GPR55 antagonists blocking LPI-driven arrestin recruitment, primary screen, imaging, U2OS, beta-arrestin-GFP, LPI agonist (AID 2013); inhibition, % at 10 µM, or IC50 in µM where a hit was titrated; U2OS GPR55 beta-arrestin-GFP translocation imaging, LPI antagonism; higher % means a stronger effect; actives 0.13% (n = 290,000);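 active means spots per cell inhibited over 60%, with over 100 cells counted and total cytoplasm intensity under 500,000; inconclusive means wells with under 100 cells, flagged as likely toxic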;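 further: U2OS cells stably carrying GPR55 and arrestin-GFP stimulated by 5 µM LPI near EC80; imaged beta-arrestin-GFP aggregate spots per cell after agonist stimulation; plate controls were LPI-stimulated DMSO wells for no effect and DMSO wells without LPI for full effect; some results filed as inactive read as strong as hits; confirmed hits need IC50 under 10 µM and bright autofluorescent wells are also inconclusive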
# LYP inhibition: PTPN22 lymphoid phosphatase activity blockers – biochemical, fluorescence intensity, uHTS (AID 1779) | recombinant LYP phosphatase, fluorescence intensity; higher % means a stronger effect | inhibition, % at 11.5 µM, or IC50 in µM where a hit was titrated | actives 0.054% (n = 290,000); in the data active means inhibition above about 50%;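 further: plate controls were vehicle with enzyme for no effect and no enzyme for full effect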
# PhoP inhibition: inhibitors of PhoP regulon expression, primary screen, Salmonella Typhimurium, GFP reporter (AID 1863). S. Typhimurium PhoP-regulated promoter GFP reporter, 4 h; higher % means a stronger effect. inhibition, % at 50 µM, or IC50 in µM where a hit was titrated. actives 0.16% (n = 300,000);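 active means inhibition over 29.93%, a cutoff 3 SD above the screen mean, later confirmed by dose response; inconclusive means inhibition over 29.93% but no dose response follow-up; inactive means inhibition at most 29.93% or unconfirmed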;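 further: 0% = low Mg2+ inducing control and 100% = high Mg2+ repressing control; strong numbers were not always called active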
# Rac1 GTP hydrolysis: MgcRacGAP GTPase-activating activity inhibitors, confirmation, biochemical, ADP Hunter fluorescence. MgcRacGAP-stimulated Rac1 GTP hydrolysis, ADP Hunter fluorescence; higher % means a stronger effect; GST-tagged Rac1 F28L mutant substrate. one-dose inhibition, % at 30 µM; IC50 in µM for titrated hits. actives 0.6% (n = 340,000). AID 624330;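 active means first-screen hits whose inhibition reached a set limit at any dose in the follow-up dose series; inconclusive means inhibition above the set first-screen limit but never retested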;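 further: fluorescence reports GDP produced by GAP-driven GTP hydrolysis; strong numbers were not always called active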
# HIV peptide binding: inhibitors of HIV fusion peptide binding, primary screen, biochemical, uHTS, fluorescence dequenching (AID 1986); actives 0.3% (n = 290,000); one-dose inhibition, % at 20 µM; IC50 in µM for titrated hits; cell-free peptide binding, fluorescence dequenching, 30 min; higher % means a stronger effect; in the data active means inhibition mostly above about 52%, no sharp cut-off; inactive means mostly below about 76%; further: some results filed as inactive read as strong as hits
# SIAH1 antagonists: Siah-1 peptide-binding antagonists, primary screen, biochemical, fluorescence polarization, rhodamine-plectin, uHTS (AID 1817); Siah-1 / rhodamine-plectin peptide fluorescence polarization; higher % means a stronger effect; one-dose displacement, % at 20 µM; IC50 in µM for titrated hits; actives 0.02% (n = 290,000);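 active means displacement of at least 50% at 20 µM, with a fluorescence ratio check between 0.3 and a set limit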;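 further: plate controls were Siah plus tracer with DMSO for no effect and tracer alone without Siah for full effect; strong numbers were not always called active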
# NTR1 ag cell count 20 µM: recorded beside NTR1 ag, whose call it bears; cell count; measured here: cell count, cytotoxicity flag
# Myeloid diff MLP GFP+ MAC1+ %: recorded beside Myeloid diff MLP, whose call it bears; GFP+ MAC1+ double positive, %; measured here: differentiation confirmed by MAC1 staining
# An asterisk follows results filed as active; i = inactive; ? = inconclusive; nt = not tested or not shown.
SMILES,GPR35 arrestin U2OS,Myeloid diff MLP,Myeloid diff MLP GFP+ MAC1+ %,NTR1 ag,NTR1 ag cell count 20 µM,GPR55 antagonists,LYP inhibition,PhoP inhibition,Rac1 GTP hydrolysis,HIV peptide binding,SIAH1 antagonists
Cc1[nH]c(C)c(S(=O)(=O)Nc2ccc(F)cc2Cl)c1C(=O)N1CCCC1,31%,i,3.4,-0.9,47,3%,-3%,-4%,2%,-0.3%,-3%
Cc1cccc(-c2cc(=O)c(C(=O)O)cn2-c2ccc(F)cc2F)c1,-8%,i,0.4,-1.6,100,8%,-6%,-2%,3%,-2.6%,0%
Cc1c(C(=O)N2CCCC2)sc(NC(=O)c2ccc(Cl)cc2)c1C#N,-1%,i,0.4,2.0,47,-6%,3%,0%,16%,11%,3%
COc1ccc(Cc2nnc(NC(=O)c3cccs3)s2)cc1OC,2%,i,0.4,-0.1,58,-2%,-5%,-6%,7%,-0.9%,5%
COc1ccc(OC)c(NC(=O)CCN2CCN(Cc3ccccc3)CC2)c1,6%,i,8.4,0.4,52,-8%,1%,-8%,3%,1.0%,2%
O=C(N=C1SC2CS(=O)(=O)CC2N1c1ccc(Br)cc1Cl)C1CC1 (configuration not stated),-1%,i,3.4,-0.2,66,-4%,-6%,6%,-7%,-0.7%,1%
O=C(O)CC(CC(=O)Nc1ccc(C(=O)O)cc1)c1ccccc1 (configuration not stated),12%,i,0.9,0.0,72,11%,1%,4%,9%,-1.3%,3%
CS(=O)(=O)c1ccc2nnn(OCC(=O)Nc3ccc(Br)cc3Br)c2c1,12%,i,0.9,0.9,58,-13%,5%,3%,5%,0.3%,1%
COc1cccc(=O)c2c(C)oc(C)c12,16%,i,0.8,-0.3,41,-7%,-6%,9%,14%,-0.5%,-1%
CCOC(=O)c1ccc(N2Cc3cc(C)c(C)cc3C2)cc1O,-2%,nt,nt,nt,nt,3%,1%,nt,nt,0.0%,0%
O=C(CCN1C(=O)c2ccccc2S1(=O)=O)N1CCN(c2ccc(F)cc2)CC1,nt,i,0.7,2.2,44,nt,nt,-4%,6%,nt,nt
Cc1ccnc(NC(=O)CCNC(=O)c2ccccc2Cl)c1,-10%,nt,nt,-0.3,56,10%,-13%,-5%,10%,0.8%,3%
COc1cc(-c2nc(CCNC(=O)c3ccco3)cs2)cc(OC)c1OC,-13%,i,5.7,0.8,52,12%,-9%,-1%,9%,1.7%,0%
COc1c(C)cc(S(=O)(=O)N2CCCC2)c(C)c1C,6%,i,1.4,1.4,84,10%,-6%,7%,7%,-1.5%,0%
Oc1ccc(-n2cnnn2)cc1,-20%,i,1.1,14,89,-1%,-5%,1%,0%,0.5%,-1%
Cc1ccc(Sc2ncccc2C(=O)NCC(c2ccc(F)cc2)N2CCOCC2)cc1C (configuration not stated),nt,i,0.8,-1.0,60,nt,nt,-12%,5%,nt,nt
COc1ccccc1NC(=O)CSc1nc2ccccc2cc1Cc1ccccc1,6%,i,0.6,2.7,47,11%,-1%,-1%,1%,1.8%,7%
CCc1c(O)nc(SCC(=O)N2CCCCC2)n(-c2ccccc2C)c1=O,-6%,i,4.8,-0.3,72,0%,0%,2%,10%,-0.3%,-1%
O=C(CSc1ncnc2ccccc12)N1CCCC1,2%,i,2.2,-1.2,57,4%,-4%,2%,4%,-2.2%,2%
O=C(COc1cccc2cccnc12)NNC(=S)Nc1ccccc1,0%,nt,nt,2.6,32,8%,-13%,-9%,nt,-1.5%,-9%
O=C1CC(NS(=O)(=O)c2ccc3ccccc3c2)CN1c1ccccc1 (configuration not stated),nt,i,0.7,0.7,61,nt,nt,10%,3%,nt,nt
CCOC(=O)N1CCN(C(=O)Nc2ccc(Cl)cc2Cl)CC1,12%,i,0.3,10,61,0%,-5%,1%,-4%,0.5%,-2%
C=CCN=c1scc(C)n1/N=C/c1ccc(O)c(O)c1,6%,i,0.4,0.9,47,-8%,-2%,12%,17µM*,6.5%,1%
COc1ccc(/C=N/Nc2nnc(Cc3ccccc3)c(=O)[nH]2)cc1,7%,i,0.1,0.0,71,-1%,4%,-9%,10%,1.1%,0%
COc1ccc(CNC(=O)CCS(=O)(=O)c2ccc3c(c2)NC(=O)CS3)cc1,7%,i,2.1,1.3,83,-9%,-14%,-2%,1%,0.3%,4%
# (cont.)
SMILES,GPR35 arrestin U2OS,Myeloid diff MLP,Myeloid diff MLP GFP+ MAC1+ %,NTR1 ag,NTR1 ag cell count 20 µM,GPR55 antagonists,LYP inhibition,PhoP inhibition,Rac1 GTP hydrolysis,HIV peptide binding,SIAH1 antagonists
COC(=O)C1=C(C(=O)OC)[C@@H]2N(Cc3ccccc3)c3ccccc3[C@@]23C[C@@H](C(=O)OC)N(C(=O)c2cc(C)oc2C)C3=N1,nt,i,2.7,-2.0,91,nt,nt,8%,-22%,nt,nt
O=C(CCN1C(=O)C2C3CCC(C3)C2C1=O)OCC(=O)c1ccccc1 (configuration not stated),-4%,i,1.0,1.0,56,18%,-4%,-2%,10%,-1.1%,0%
CCN(CC)C(=O)C(=O)c1cccn1-c1c(Cl)cccc1C#N,-2%,i,0.6,-0.5,92,0%,-5%,0%,-1%,0.8%,4%
CCOC(=O)CNc1nc(C#N)nc(N2CCOCC2)n1,-2%,i,1.3,-1.8,51,12%,-1%,-4%,7%,-0.3%,0%
COC(=O)c1cn(NC(=O)c2ccc(OC)c([N+](=O)[O-])c2)c(=O)c2ccccc12,-6%,i,0.5,-1.8,38,13%,-1%,5%,9%,-1.8%,-11%
CCC(=O)NC(c1ccc(Cl)cc1Cl)c1ccc2cccnc2c1O (configuration not stated),3%,?,nt,2.0,55,-38%,-6%,23%,17%,-1.9%,-4%
CCCCC1=CC2=CC(=O)C(C)(OC(=O)CC)C(=O)C2=CN1C(CO)CO (configuration not stated),-7%,i,1.7,1.3,66,3%,0%,-7%,9%,3.6%,3%
Cc1cccc(NC(=O)CSc2ncnc3nc[nH]c23)c1C,11%,i,0.2,-1.3,39,14%,-8%,-3%,5%,-4.1%,4%
CCOC(=O)c1ccc(NC(=O)N2CCN(c3ccccc3OC)CC2)cc1,0%,i,0.2,1.7,83,16%,-1%,0%,8%,-2.3%,-10%
O=C(CSc1nnc(-c2ccncc2)n1-c1ccccc1)NC1CC1,4%,i,1.1,2.3,73,6%,-6%,-1%,9%,0.3%,2%
O=C(CCc1ccccc1F)N1CCN(c2ccc(C(F)(F)F)cn2)CC1,5%,i,0.4,-0.8,41,27%,-7%,1%,10%,-0.4%,4%
O=C(CN1CCOCCOCCOCC1)Nc1ccccc1,2%,i,2.2,1.7,50,7%,-6%,-3%,5%,1.5%,1%
CC(C)(CC(=O)O)CC(=O)N1CCN(c2cc(C(F)(F)F)nc3ccccc23)CC1,-2%,i,0.4,-1.0,95,14%,-2%,nt,3%,-0.8%,1%
COc1ccc(/C=C(/NC(=O)c2ccco2)C(=O)N2CCCCCC2)cc1OC,13%,i,0.4,1.4,49,19%,-5%,-3%,10%,0.3%,-2%
O=C(OCc1nnc(-c2ccc(Cl)cc2)o1)c1ccc(=O)n(Cc2ccccc2)n1,-4%,i,0.6,-1.2,37,0%,6%,-2%,14%,-0.9%,1%
Cc1cnc(NS(=O)(=O)c2ccc(Cl)cc2)c(Br)c1,-5%,i,0.5,2.3,44,5%,-5%,-3%,5%,0.7%,0%
CCc1cc(C(=O)N(Cc2ccccc2)c2c(N)n(CCOC)c(=O)[nH]c2=O)sc1C,nt,i,0.5,-0.7,59,nt,nt,-4%,2%,nt,nt
CC1CCc2sc(C(=O)NNC(=S)NC3CC3)cc2C1 (configuration not stated),-14%,i,0.4,1.2,69,0%,-6%,6%,9%,-2.3%,-1%
CN(C)S(=O)(=O)c1ccc2oc(SCC(=O)Nc3ccccc3F)nc2c1,11%,i,0.4,4.1,65,6%,-4%,-2%,13%,-1.9%,4%
Cc1cccc(OCC(=O)O/N=C(\N)c2ccncc2)c1,-15%,i,0.7,-0.5,40,1%,-5%,-4%,4%,-0.5%,5%
Cc1c(C(=O)N2CCCCC2)c(S(=O)(=O)N(C)Cc2ccco2)c(C)n1C,14%,i,3.3,1.0,72,14%,-8%,-7%,16%,-1.1%,0%
CCOc1ccc(C)cc1S(=O)(=O)n1nc(C)cc1C,2%,i,0.2,-0.4,36,15%,2%,-6%,-6%,1.7%,7%
CCc1nc(SCC(=O)c2c[nH]c3ccccc23)n[nH]1,-10%,i,1.2,1.2,50,20%,-6%,-1%,9%,4.0%,4%
O=C(COC(=O)C1CC(O)CN1S(=O)(=O)c1ccc(Cl)cc1)c1cccc(Cl)c1 (configuration not stated),-6%,i,0.8,2.1,61,3%,-10%,-1%,12%,-0.2%,7%
c1ccc(CSc2nnc(-c3c[nH]c4ccccc34)o2)cc1,-4%,i,0.8,9.6,53,-22%,-5%,-11%,10%,-1.0%,0%
# (further entries)
SMILES,GPR35 arrestin U2OS,Myeloid diff MLP,Myeloid diff MLP GFP+ MAC1+ %,NTR1 ag,NTR1 ag cell count 20 µM,GPR55 antagonists,LYP inhibition,PhoP inhibition,Rac1 GTP hydrolysis,HIV peptide binding,SIAH1 antagonists
COC(=O)C(Cc1ccccc1)NC(=O)CC(C)CC(=O)Nc1ccc(OC)cc1OC (configuration not stated),-6%,i,0.5,-0.1,69,1%,-10%,-5%,-3%,1.0%,6%
COc1ccc(-n2c(Cn3nc(C(F)(F)F)cc3C)n[nH]c2=S)cc1,-5%,i,0.7,0.0,63,9%,-6%,8%,1%,-1.2%,28%
O=c1[nH]c(Cc2ccccc2Cl)nc2ccccc12,3%,i,0.6,-0.7,39,2%,-2%,-7%,6%,0.0%,-3%
CCCSc1nsc(SCCC)c1C#N,-2%,i,1.6,-0.5,27,8%,-4%,-21%,8%,-1.2%,4%
O=C(CN1C(=O)NC(c2ccccc2)(c2ccccc2)C1=O)NCCNCCO,9%,i,0.7,1.8,61,9%,-13%,12%,9%,0.5%,2%
CC1CN(c2oc(-c3ccco3)nc2C#N)CC(C)O1 (configuration not stated),0%,i,0.7,1.2,48,11%,-10%,5%,10%,-1.2%,-7%
CCOCCCNC(=O)C(Cc1ccccc1)NC(=O)c1ccco1 (configuration not stated),-23%,i,0.4,0.1,87,-7%,-7%,5%,-2%,0.3%,-1%

# Screening data from PubChem.
